BAP1 block: blocks human BAP1 ubiquitin-AMC hydrolysis | Q92560 | recombinant BAP1, Ub-AMC hydrolysis fluorescence kinetic; active compounds read low | activity remaining (% of control), % at 20 µM | 0.48% of 72,000 active | AID 436;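 active = activity remaining at or below 50% of control, provided the compound also passes the data quality filters; inactive = the rest, including low values that fail the filters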;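 note: 100% = DMSO wells rate and 0% = substrate alone blank rate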
Target sequence (Q92560 whole entry, looked up): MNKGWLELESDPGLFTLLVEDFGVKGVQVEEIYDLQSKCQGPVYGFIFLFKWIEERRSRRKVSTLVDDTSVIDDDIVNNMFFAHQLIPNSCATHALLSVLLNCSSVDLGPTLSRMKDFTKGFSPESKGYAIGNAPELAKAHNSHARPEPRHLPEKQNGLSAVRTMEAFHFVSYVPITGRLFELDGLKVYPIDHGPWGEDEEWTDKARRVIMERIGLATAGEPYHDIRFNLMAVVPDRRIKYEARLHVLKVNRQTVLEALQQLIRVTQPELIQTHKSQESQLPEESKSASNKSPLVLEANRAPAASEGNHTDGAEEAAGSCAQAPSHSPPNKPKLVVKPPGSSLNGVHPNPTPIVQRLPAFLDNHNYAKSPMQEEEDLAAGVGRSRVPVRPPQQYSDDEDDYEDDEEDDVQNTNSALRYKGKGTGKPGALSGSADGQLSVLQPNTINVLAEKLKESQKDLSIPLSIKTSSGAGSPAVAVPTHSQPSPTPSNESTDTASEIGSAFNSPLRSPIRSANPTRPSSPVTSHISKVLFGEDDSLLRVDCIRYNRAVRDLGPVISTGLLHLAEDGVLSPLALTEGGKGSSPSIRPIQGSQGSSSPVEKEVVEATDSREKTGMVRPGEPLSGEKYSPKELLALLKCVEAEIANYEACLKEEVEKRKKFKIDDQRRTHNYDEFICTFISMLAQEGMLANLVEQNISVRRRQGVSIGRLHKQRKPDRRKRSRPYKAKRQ
HePTP inhibitor: inhibitors of human HePTP phosphatase. recombinant HePTP phosphatase activity, OD absorbance. P35236. inhibition, % at 20 µM. 0.64% of 110,000 active; in the data active = inhibition above about 50%;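 note: plate controls were vehicle for no effect and reference inhibitor for full effect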
Target sequence (P35236 whole entry, looked up): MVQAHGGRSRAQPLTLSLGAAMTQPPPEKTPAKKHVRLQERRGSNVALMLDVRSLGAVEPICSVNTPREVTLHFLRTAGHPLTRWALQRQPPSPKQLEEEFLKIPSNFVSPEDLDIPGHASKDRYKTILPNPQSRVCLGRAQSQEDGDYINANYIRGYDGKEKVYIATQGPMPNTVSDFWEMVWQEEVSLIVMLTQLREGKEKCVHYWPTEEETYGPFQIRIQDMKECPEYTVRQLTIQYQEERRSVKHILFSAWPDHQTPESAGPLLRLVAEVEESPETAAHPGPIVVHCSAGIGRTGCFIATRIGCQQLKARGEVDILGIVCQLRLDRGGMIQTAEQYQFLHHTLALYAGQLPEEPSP
Starred values were filed as active, the others as inactive; . = no result given; & = joins results of further samples. Compounds were not picked by outcome; any-hit rate near 0.91%.

The first 4 entries, ahead of the listing:
SMILES	BAP1 block	HePTP inhibitor
Cc1ccc(C(=O)CSc2nnc(-c3ccccc3N)n2C)cc1	90	5
COc1ccc(CCNC2CC(=O)N(c3ccc(C)cc3)C2=O)cc1 (configuration not stated)	.	6
O=C(O)c1cccnc1SC1CC(=O)N(Cc2ccccc2)C1=O (configuration not stated)	70	10
CCc1ccc(NC2=C(Cl)C(=O)N(c3cccc(C)c3C)C2=O)cc1	98	.

The list itself (from the top)
SMILES	BAP1 block	HePTP inhibitor
Cc1ccc(C(=O)CSc2nnc(-c3ccccc3N)n2C)cc1	90	5
COc1ccc(CCNC2CC(=O)N(c3ccc(C)cc3)C2=O)cc1 (configuration not stated)	.	6
O=C(O)c1cccnc1SC1CC(=O)N(Cc2ccccc2)C1=O (configuration not stated)	70	10
CCc1ccc(NC2=C(Cl)C(=O)N(c3cccc(C)c3C)C2=O)cc1	98	.
Cc1ccc(NCc2cccnc2)cc1C	.	0
CCCOC(=O)c1cc(=O)[nH]c2ccccc12	84	.
C=CCNC(=O)COc1ccccc1C	.	-3
CC(c1ccccc1)N1CC(C(=O)N2CCN(c3ccccc3)CC2)CC1=O (configuration not stated)	92	2
COc1ccc(OC)c(NC(=O)CSc2nc3c(c(=O)n(C)c(=O)n3C)n2C)c1	84	0
COCCn1nnnc1C(C(C)C)N(Cc1ccccc1)Cc1cc2cc(OC)ccc2[nH]c1=O (configuration not stated)	51	9
COC(=O)Nc1nc2c(C)cccc2s1	75	13
Cc1ccc(C)c(OCC(=O)Nc2ccc3c(c2)OCO3)c1C	93	13

Full records from above. Order of screens: BAP1 block	HePTP inhibitor
C=CCNC(=O)COc1ccccc1C across the screens: .	-3
Cc1ccc(C)c(OCC(=O)Nc2ccc3c(c2)OCO3)c1C across the screens: 93	13

The results go on:
SMILES	BAP1 block	HePTP inhibitor
COc1ccc2oc(=Nc3ccccc3C)c(C(=O)NC(C)=O)cc2c1	86	.
Cc1cc(Nc2ccccc2)n2c(nc3ccccc32)c1C#N	.	-2
Cn1c(-c2ccc(F)cc2)cnc1SCC(=O)Nc1ccccc1N1CCOCC1	.	-1
Cc1nn(-c2ccccc2)c2sc(C(=O)N3CCOCC3)cc12	104	12
CCc1c(C)sc(NC(=O)c2ccco2)c1C(=O)N1CCOCC1	119	-14
CC1CCCCC1NC(=O)Cn1c(CN2CCCCC2)nc2ccccc2c1=O (configuration not stated)	91	8
COc1cccc(N2C(=O)c3ccc(C(=O)Nc4ccccc4O)cc3C2=O)c1	.	-2
CCCCSc1nc(N)c(NC(=O)c2ccco2)c(=O)[nH]1	97	11
CCN1CCN(C(c2ccc(OC)c(OC)c2)c2nnnn2C(C)(C)C)CC1 (configuration not stated)	89	4
O=C(NCC1CCCO1)c1ccc(CS(=O)(=O)Cc2ccc(F)cc2)o1 (configuration not stated)	96	-12
Cc1ccc(SCc2nnc(N)s2)cc1	76	5
CCn1nnnc1NCc1cccn1C	105	11
CCC(COC(=O)Nc1cccc(C)c1C)NC(=O)OCC(C)C (configuration not stated)	68	4
O=C1CCCCCN1Cc1nnc(SCc2nc3ccccc3s2)n1-c1ccccn1	.	-6
Cc1ccc(-c2nc3s/c(=C/c4ccc(C(C)C)cc4)c(=O)n3n2)cc1	.	-1
O=C(Nc1nccs1)NC1CCCCC1	105	11
N#C/C(=C\c1cccc2ccccc12)c1nc(-c2ccc(Br)cc2)cs1	.	2
Cc1cc(OCC(=O)Nc2ccc(F)cc2)ccc1Cl	.	4
CCOc1ccc(NC(=O)CSc2nnc(Cn3c(=O)sc4ccccc43)n2C)cc1	93	3
Cc1nc(C)c(C(=O)Nc2cccc(C)c2C)o1	90	14
CCN(CC)CCOc1ncnc2c1oc1ccccc12	.	-4
O=C(c1ccc(Br)o1)N1CCN(C(=O)c2ccc(Br)o2)CC1	.	-12
Cc1c(NC(=O)c2ccco2)cccc1-c1nc2cccnc2s1	89	0
Clc1ccc(OCc2nc(-c3ccccn3)no2)c(Br)c1	97	1
Nc1nnnn1/N=C/C=C/c1cccc([N+](=O)[O-])c1	.	10
OC(CN1CCOCC1)C12CC3CC(CC(C3)C1)C2 (configuration not stated)	87	-11
O=C(O)C(CC(=O)N1CCOCC1)NCc1ccccc1 (configuration not stated)	96	4
O=C(c1ccc(Cn2c(=O)[nH]c3ccccc3c2=O)cc1)N1CCN(c2ccc(F)cc2)CC1	75	4
CCNC(=S)NNC(=O)c1cc(-c2ccccc2)nc2ccccc12	.	9
Cc1ccc(C(=O)C2=C(O)C(=O)N(CCN(C)C)C2c2ccccn2)o1 (configuration not stated)	70	3
CC(C)c1ccc(NC(=O)C2CCCN(S(=O)(=O)c3cnc[nH]3)C2)cc1 (configuration not stated)	103	-7
O=C(Nc1ccccc1)c1ccccc1O	69	-6&-3
O=C(O)Cn1c(C(F)(F)F)nc2ccccc21	64	-2
COCCCNC(=O)CSc1nc2ccc(N3CCOCC3)cc2c(=O)n1CCc1ccccc1	106	6
COc1ccc(CC(=O)N2N=C(c3ccc(F)cc3)CC2(O)C(F)(F)F)cc1OC (configuration not stated)	.	2
CCOc1ccc2ccccc2c1C(=O)Nc1cc(=O)n(C)c(=O)n1C	77	3

Reprinted from the part before: 5 compounds, followed by the next part.
SMILES	BAP1 block	HePTP inhibitor
O=C(Nc1ccccc1)c1ccccc1O	69	-6&-3
O=C(O)Cn1c(C(F)(F)F)nc2ccccc21	64	-2
COCCCNC(=O)CSc1nc2ccc(N3CCOCC3)cc2c(=O)n1CCc1ccccc1	106	6
COc1ccc(CC(=O)N2N=C(c3ccc(F)cc3)CC2(O)C(F)(F)F)cc1OC (configuration not stated)	.	2
CCOc1ccc2ccccc2c1C(=O)Nc1cc(=O)n(C)c(=O)n1C	77	3
COc1ccc2oc(C(=O)c3ccccc3)c(NC(=O)CN3CCN(C)CC3)c2c1	97	1
CCOC(=O)Nc1ccc2c(c1)N(C(=O)N(CC)CC)c1ccccc1CC2	.	-4
O=C(COc1cccc2ccccc12)Nc1ccc2c(c1)OCO2	.	9
CCOc1ccccc1OCC(=O)Nc1ccc(S(=O)(=O)N(C)C)cc1	102	-1
COc1ccc(Nc2cc(C)nc3ccccc23)cc1	94	-15
CCOc1cc(CN2CCN(c3ccc(C(C)=O)cc3)CC2)ccc1OC	102	4
C=CCn1c(SCC(=O)Nc2nnc(CC)s2)nnc1-c1ccco1	74	6
CCOC(=O)c1c(-c2ccccc2)oc2ccc(OC(=O)c3cccs3)cc12	.	-1
CCSc1nnc(NC(=O)c2c(OC)cccc2OC)s1	.	-1
Cc1no[n+]([O-])c1COc1ccc(/C=C2\N=C(c3ccccc3)OC2=O)cc1	.	7
O=C(Nc1cccc2ccccc12)C1C2CCC3C(CCC21)C3(Cl)Cl (configuration not stated)	.	-3
O=Cc1cn(CCC(=O)O)c2ccccc12	.	-8
Fc1cccc(Nc2cc(-n3cccn3)ncn2)c1	92	14&-12
CC(=O)NC(Cc1ccccc1)C(=O)NC1CCN(C(=O)c2cnccn2)CC1 (configuration not stated)	112	7
CCC(/C=C1\N=C(c2cccc(F)c2)OC1=O)=C\c1ccccc1	.	6
Clc1ccc(-c2nc(-c3ccccn3)no2)cc1Cl	91	4
CCNc1nc(NCC)nc(N(C)n2cnnc2)n1	99	-10
CCOC(=O)c1c(Cl)cc(Cl)c(N)c1[N+](=O)[O-]	.	4
O=C(CCCN1C(=O)c2cccc3cccc(c23)C1=O)Nc1cccc2ccccc12	.	5
Cc1ccc(N2CCN(/N=C\c3cccc(Cl)c3Cl)CC2)cc1	.	5
O=c1c(C=NCCCn2ccnc2)c(-c2ccccc2)[nH]n1-c1nc2ccccc2s1	161	10
CC(C)CC(/C(O)=C(\C#N)c1nc2ccccc2[nH]1)N1C(=O)c2ccccc2C1=O (configuration not stated)	84	2&7
CCOC(=O)c1c(NC(=O)c2ccc(Cl)cc2Cl)sc(C)c1C	.	8
O=C(CSc1ncn(-c2ccccc2)n1)N1CCN(c2ccccc2)CC1	81	9
Cc1cccc(OCC(=O)Nc2ccc3oc(-c4cccnc4)nc3c2)c1	85	.
O=c1sc2ccccc2c(N2CCN(c3ccccc3)CC2)c1[N+](=O)[O-]	.	1
COCCNC(=O)CN1CCC(NC(=O)Nc2ccccc2)CC1	91	-10
CC1=NN(c2ccccc2)C(=O)/C1=C/c1cc(C)n(C)c1C	.	-14
O=C1N=C(N2CCCCC2)S/C1=C\c1ccc2c(c1)OCO2	.	2
O=C(c1cc2ccccc2o1)N1CCN=C1SCc1cccc(F)c1	81	6
COc1ccc(N2C(=O)NC(=O)/C(=C\c3ccc(Oc4ccc([N+](=O)[O-])cn4)cc3)C2=O)cc1	.	-5
Fc1cccc2sc(N3CCCCC3)nc12	97	3
Cc1sc2nc(CN(Cc3cccs3)C(=O)NC3CCCCC3)[nH]c(=O)c2c1C	58	5
CC(C)C(C(=O)Nc1nccs1)N1C(=O)c2ccccc2C1=O (configuration not stated)	165	.
CC(=O)c1ccccc1Oc1nc(CN2CCOCC2)nc2scc(-c3cccs3)c12	118	12
NC(=S)NCCCC(N)C(=O)O (configuration not stated)	97	.

Entries above with a CF3 group:
SMILES	BAP1 block	HePTP inhibitor
O=C(O)Cn1c(C(F)(F)F)nc2ccccc21	64	-2
COc1ccc(CC(=O)N2N=C(c3ccc(F)cc3)CC2(O)C(F)(F)F)cc1OC (configuration not stated)	.	2

The listing continues:
SMILES	BAP1 block	HePTP inhibitor
CC(=O)Nc1ccc(C(=O)/C=C/c2ccc(/C=C/C(=O)c3ccc(NC(C)=O)cc3)cc2)cc1	.	4
CN1CCc2c(sc3c2C(=O)NC(c2ccc(OC(=O)c4ccc(C(C)(C)C)cc4)cc2)N3)C1 (configuration not stated)	123	.
N#C/C(=C\c1ccc(-c2ccccc2F)o1)c1nn(-c2ccccc2)c(N)c1C#N	.	0
CCOC(=O)CC1C(=O)NCCN1C(=O)COc1ccc(Br)cc1C (configuration not stated)	102	4
O=C(NC1CCCC1)c1cc(-c2cccs2)on1	100	13
CCC1=NN2C(=N)/C(=C/c3ccc(OCc4ccccc4Cl)c(OC)c3)C(=O)N=C2S1	.	7
Oc1ccc(Nc2nc(-c3ccccn3)cs2)cc1	.	6
CC(C)Cc1nc(N2CCOCC2)c(C#N)c2c1CCC2	123	-6
COc1ccc(C2C3=C(CCCC3=O)Nc3nc(C(F)(F)F)nn32)cc1OC (configuration not stated)	.	-1
CCOC(=O)CNC(c1ccccc1)c1cc(Br)ccc1NC(C)=O (configuration not stated)	.	-4
Cc1noc(NS(=O)(=O)c2ccc(NC(=O)c3ccc(Br)o3)cc2)c1C	106	0
NC(=O)CSc1nc2c(sc3ccccc32)c(=O)n1CCCN1CCOCC1	54	10
CCCn1c(=N)n(CC(=O)C(C)(C)C)c2ccccc21	92	1
Cc1cccc(OCc2nc(-c3ccccn3)no2)c1	.	-8
CC1(C)CC(=O)C=C(Nc2nc(-c3ccccc3)cs2)C1	.	48
O=S(=O)(Nc1ccc2c(c1)OCCO2)c1cccc2nsnc12	103	.
NC(=O)C1CCCN(C(=O)NC2CCCCC2)C1 (configuration not stated)	63	8
C/C=C/C(=O)N1c2ccc(OC)cc2-c2c(ssc2=S)C1(C)C	.	3
CC(=O)NC(CC(=O)Nc1ccc(S(=O)(=O)N2CCCC2)cc1)c1ccccc1 (configuration not stated)	89	4
CC(C)=C1C(=O)NN(c2ccccc2)C1=O	.	3
COC(=O)C1=C(C)N(Cc2ccccc2)C(=O)/C1=C\c1ccc(C(=O)O)cc1	.	-12
CCN1C(=O)NC(c2ccccc2[N+](=O)[O-])C(C(=O)OC2CCCCC2)=C1C (configuration not stated)	54	-5
Clc1ccc(-c2nnc(SCc3cn4ccsc4n3)n2CC2CCCO2)cc1 (configuration not stated)	102	15
C/C(Cl)=C/Cn1c(NCCN(C)C)nc2c1c(=O)n(C)c(=O)n2C	113	4
CNC(=O)[C@H]1O[C@@H](n2cnc3c(NCc4ccc(N)cc4)ncnc32)C(O)[C@H]1O (some centres not stated)	99	.
COc1ccc(OC)c(C2/C(=C(\O)c3ccccc3)C(=O)C(=O)N2c2cccc(Cl)c2)c1 (configuration not stated)	.	-14
O=C1CC(N2CCN(S(=O)(=O)c3ccc(Cl)cc3)CC2)C(=O)N1CCc1ccccc1 (configuration not stated)	82	7
O=C1NC(=S)S/C1=C/c1cc(Cl)ccc1OCc1ccccc1	.	10
C/C=C/Cn1c(N2CCCCCC2)nc2c1c(=O)[nH]c(=O)n2C	111	1
CC(=N)C1=C(O)CC(C)(C)CC1=O	99	3
CCN=C1Cn2c(nc3scc(-c4ccccc4)c3c2=O)CN1CC	64	-8
CC(=O)Nc1ccccc1C(=O)N1CC(C)OC(C)C1 (configuration not stated)	97	-13&15
COC(=O)C1=NNC2C(=O)N(c3cccc(Cl)c3C)C(=O)C12 (configuration not stated)	.	-8
CCC(=O)N1CCc2cc(S(=O)(=O)CCC(=O)Nc3c(C)n(C)n(-c4ccccc4)c3=O)ccc21	52	-2
Cc1cc(C)nc(N(C#N)S(=O)(=O)c2ccccc2Cl)n1	147	-1
Cc1ccnc(NS(=O)(=O)c2ccc(NC(=O)c3cc(Cl)ccc3[N+](=O)[O-])cc2)n1	.	-8
CCCOc1cccc(C2/C(=C(/O)c3ccncc3)C(=O)C(=O)N2CCCN(C)C)c1 (configuration not stated)	103	2
Cc1ccc(S(=O)(=O)N2CCOCC2)cc1C(=O)OCC(=O)N1CCc2ccccc2C1	72	-6
CCCOc1ccc(-c2nc(C#N)c(N3CCN(CC)CC3)o2)cc1	.	11
COc1cc(C2C(C(=O)c3ccco3)=C(O)C(=O)N2Cc2cccnc2)cc(OC)c1OC (configuration not stated)	84	12
Cc1ccc2c(c1)C(c1ccc(F)cc1)N(C(=O)C1CC1)CC(=O)N2 (configuration not stated)	100	2
CCOC(=O)C1=C(C)NC(=S)NC1c1ccc(Cl)cc1 (configuration not stated)	.	5
COc1ccc(NC(=O)Nc2nccs2)cc1	92	5
